Source: PubChem BioAssay (several laboratories)
S1P2 blocker: blocks the human S1P2 receptor; O95136; cell-based S1P2 antagonist assay, inhibition at 5 uM; inhibition, % at 5 µM; hit rate 0.21% among 97,000; AID 736; in the data active = inhibition above about 45%;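 note: CRE beta-lactamase reporter cells expressing human S1P2 stimulated with S1P; 0% = agonist at EC80 alone and 100% = agonist plus reference antagonist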
Mac1 fbg inh: blocks human CD11b/CD18 adhesion to fibrinogen; AID 1497; P05107+P11215; K562 CD11b/CD18 adhesion to fibrinogen, ATPlite luminescence; Mn2+ added to activate the integrin; hit rate 0.54% among 93,000; inhibition, % at 10 µM;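 active = primary inhibition of 50% or more at 10 µM, then 40% or more on retest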; note: some results filed as inactive read as strong as hits
S1P2 ag: activates the human S1P2 receptor. S1P2-expressing cell line, agonist reporter read-out. activation, % at 4.5 µM. hit rate 0.46% among 97,000; in the data active = activation above about 16%;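 note: 0% = vehicle low control and 100% = maximal reference agonist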
PLAP act: activators of human placental alkaline phosphatase. P05187. purified PLAP enzyme, luminescent substrate read-out; stronger effect = higher value. activation fold at 20 µM. hit rate 1.2% among 96,000. AID 696; in the data active = activation fold above about 2
Target sequence (P05187 whole entry, looked up): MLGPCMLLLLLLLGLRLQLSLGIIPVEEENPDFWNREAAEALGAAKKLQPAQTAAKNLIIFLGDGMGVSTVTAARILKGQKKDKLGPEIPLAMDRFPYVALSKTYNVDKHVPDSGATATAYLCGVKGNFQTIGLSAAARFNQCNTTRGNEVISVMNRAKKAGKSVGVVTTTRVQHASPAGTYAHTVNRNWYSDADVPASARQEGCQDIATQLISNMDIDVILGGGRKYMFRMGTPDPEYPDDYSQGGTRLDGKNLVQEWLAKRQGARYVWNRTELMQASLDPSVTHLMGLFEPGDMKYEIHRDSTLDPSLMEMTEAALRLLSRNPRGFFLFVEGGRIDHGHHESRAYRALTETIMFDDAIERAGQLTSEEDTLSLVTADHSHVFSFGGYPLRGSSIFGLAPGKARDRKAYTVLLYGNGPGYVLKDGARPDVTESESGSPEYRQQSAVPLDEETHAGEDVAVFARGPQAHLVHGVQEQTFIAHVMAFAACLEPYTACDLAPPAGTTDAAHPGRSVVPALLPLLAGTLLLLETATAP
E coli WT exp: growth inhibitors of E. coli BW25113 wild type | hit rate 0.15% among 98,000 | growth inhibition, % at 100 µM | AID 710 | OD600 absorbance;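 active = growth inhibition above about 50% at one test dose, limit read from the data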;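 note: growth measured after 20 h incubation at 37 °C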
sEH activator: increases human soluble epoxide hydrolase activity; P34913; purified human sEH enzymatic activity, activator screen; activation, % at 2 µM; hit rate 0.04% among 91,000; AID 717; in the data active = activation above about 37%; note: values of inactives mirror those of a sister screen read the other way
Target sequence (P34913 whole entry, looked up): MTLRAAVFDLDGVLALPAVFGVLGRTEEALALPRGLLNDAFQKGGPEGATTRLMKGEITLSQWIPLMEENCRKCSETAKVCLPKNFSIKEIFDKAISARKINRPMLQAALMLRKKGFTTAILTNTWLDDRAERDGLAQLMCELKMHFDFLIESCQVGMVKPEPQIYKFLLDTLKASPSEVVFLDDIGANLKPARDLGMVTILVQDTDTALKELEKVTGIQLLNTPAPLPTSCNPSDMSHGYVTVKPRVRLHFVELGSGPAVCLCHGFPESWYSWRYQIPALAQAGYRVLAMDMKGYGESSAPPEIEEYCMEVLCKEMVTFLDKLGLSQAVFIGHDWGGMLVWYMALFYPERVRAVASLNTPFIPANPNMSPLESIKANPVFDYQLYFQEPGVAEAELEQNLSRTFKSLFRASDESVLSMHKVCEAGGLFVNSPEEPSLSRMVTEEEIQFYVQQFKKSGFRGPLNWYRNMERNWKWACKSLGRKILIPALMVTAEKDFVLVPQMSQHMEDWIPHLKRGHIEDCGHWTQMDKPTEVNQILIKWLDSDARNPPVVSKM
PostGolgi yeast: growth inhibition of a yeast mutant, post-Golgi transport screen | AID 739 | post-Golgi transport phenotypic cell assay | inhibition, % at 10 µM | hit rate 0.9% among 98,000;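 note: yeast cells grown in 1536-well plates; yeast grown about 18 h at 30C before absorbance read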
sEH inhibitor: soluble epoxide hydrolase (human) inhibition. hit rate 0.34% among 91,000. inhibition, % at 2 µM. recombinant human sEH enzymatic activity assay. P34913; in the data active = inhibition above about 80%; note: values of inactives mirror those of a sister screen read the other way; many of its hits are not listed in these tables
PostGolgi ctrl: growth of the yeast control strain, post-Golgi counter-screen | efflux-deficient yeast background strain, growth absorbance A615, 16 h | inhibition, % at 10 µM | hit rate 5% among 98,000 | AID 738
Numbers without * were called inactive; . = no result given. Cut-off read from the data, not from the text of the source, unless noted: active = inhibition above about 30%; inactive = the rest.

| Molecule | PostGolgi ctrl | S1P2 blocker | PLAP act | sEH inhibitor | S1P2 ag | sEH activator | Mac1 fbg inh | E coli WT exp | PostGolgi yeast |
| --- | --- | --- | --- | --- | --- | --- | --- | --- | --- |
| CCC(Sc1ncccc1C(=O)OC(C)C)C(=O)N1CCOCC1 (stereo not drawn) | -3.6 | 2.8 | 1 | -16.4 | -3.2 | 15.1 | . | 5.0 | 0.6 |
| O=C(NCCN1Cc2ccccc2C1=O)c1cccs1 | 6.8 | 21.4 | 0.8 | -6.1 | -11.7 | 9.4 | 7.4 | 5.0 | -0.8 |
| O=C(CC1Sc2ccccc2NC1=O)Nc1cccc(-c2nnc3n2CCCCC3)c1 (stereo not drawn) | 8.8 | 23.9 | . | -3.2 | -8.3 | 4.4 | . | -2.0 | 4.8 |
| O=Cc1cn(-c2ccccc2)nc1-c1ccc2c(c1)OCCO2 | . | 2.0 | . | 4.2 | -3.7 | -2.8 | . | . | . |
| COC(=O)c1c(NC(C)=O)sc(Cc2ccccc2)c1C | 26.4 | -12.1 | 1.2 | 6.7 | -2.7 | -4.6 | . | -1.0 | -2.8 |
| COC(=O)c1ccccc1NS(=O)(=O)c1ccc(O)c(C(=O)O)c1 | -0.7 | . | 1.1 | . | . | . | -12.8 | -1.0 | -2.6 |
| CCn1c(=O)cc(N2CCC3(CC2)OCCO3)[nH]c1=O | 0.1 | 12.5 | 0.8 | 15.0 | -5.1 | -16.0 | -9.5 | -2.0 | 4.8 |
| CCC(=O)Nc1cnc(NC(=O)c2cccc(F)c2)cc1C | 13.0 | 14.8 | . | -0.6 | -7.5 | -1.4 | . | 4.0 | -4.3 |
| Clc1ccc(COn2c(-c3ccc(Cl)cc3)nc3ccccc32)cc1 | 25.9 | -11.7 | 0.8 | -14.0 | 1.8 | 11.0 | 4.0 | -16.0 | 0.2 |
| O=C(COC(=O)Cn1c(C(F)(F)F)nc2ccccc21)Nc1ccc2c(c1)OCCO2 | 0.6 | -15.9 | 0.9 | 12.6 | -1.7 | -12.4 | -5.7 | -2.0 | -6.1 |
| CCOC(=O)C1CCN(C(=O)CCCN2C(=O)c3ccccc3C2=O)CC1 | 1.4 | -2.5 | 1.4 | 7.4 | -1.9 | -4.1 | -13.9 | 4.0 | 1.9 |
| Cc1nn(C)c(C)c1NC(=O)CSc1nc(C2CC2)nc2c1cnn2-c1ccccc1 | 0.5 | 6.3 | 1.3 | -4.5 | 0.9 | 3.9 | . | 2.0 | 29.6 |
| CCCCOc1ccc(C(O)(CC)CCN2CCOCC2)cc1 (stereo not drawn) | . | 1.6 | . | -4.2 | -20.6 | 7.3 | . | . | . |
| CCC(C)(C)n1nnnc1C(c1ccc2ncccc2c1)N1CCCCCC1 (stereo not drawn) | . | -24.0 | . | 41.4 | -5.1 | -41.1 | . | . | . |
| COCCOC(=O)C1=C(C)NC2=C(C(=O)CC(C)(C)C2)C1c1ccc2c(c1)OCO2 (stereo not drawn) | -3.4 | -0.9 | 1.6 | 4.6 | 3.1 | -5.0 | -2.3 | 6.0 | 8.2 |
| CCOC(=O)CCCNC(=O)COC(=O)c1ccc(O)cc1 | 8.4 | -0.1 | 1.1 | 0.6 | -2.1 | 0.8 | 3.1 | -1.0 | -1.0 |
| O=C(NC12CC3CC(CC(C3)C1)C2)c1ccc(S(=O)(=O)N2CCOCC2)cc1 | 23.7 | -7.1 | 1 | . | -5.6 | . | -0.8 | 4.0 | -8.4 |
| CC(=O)NCCc1nc2ccccc2n1Cc1ccc(C)cc1 | 18.8 | 18.0 | 1.6 | -6.3 | -4.8 | 4.6 | -5.6 | -3.0 | -0.6 |
| Cc1ccc(S(=O)(=O)N2CC3(C)CN(S(=O)(=O)c4ccc(C)cc4)CC(C)(C2)C3=O)cc1 | 4.7 | 25.6 | 0.9 | -10.5 | -5.8 | 9.2 | . | -4.0 | -3.5 |
| CCOP(C)(=O)C1(C(=O)OCc2ccccc2)CC1 (stereo not drawn) | -5.3 | . | 0.9 | . | . | . | 5.2 | -7.0 | -5.4 |
| CCOc1nc(SCCOc2ccccc2)nc(N(C)C)n1 | 5.2 | . | 1.1 | . | . | . | 13.5 | 7.0 | 40.7* |
| COC(=O)c1c(NC(=O)C2CC2)sc2c1CCCC2 | 35.1* | -23.6 | 0.9 | -11.6 | -5.5 | 14.2 | -2.9 | 4.0 | -7.2 |
| CCN(CC)C(=O)CSc1nc2c(sc(=S)n2-c2ccccc2)c(=O)n1Cc1ccco1 | 9.5 | -3.3 | 1.6 | 5.0 | -1.4 | -3.1 | -14.5 | -17.0 | 5.4 |
| Cc1nc2nc(-c3ccco3)nn2c(C)c1Cl | 0.7 | 5.8 | 0.9 | 6.3 | -0.5 | -6.3 | -8.6 | 1.0 | -4.9 |
| COc1ccc(CCNC(=O)C2CCN(S(=O)(=O)c3cccc4nsnc34)CC2)cc1OC | -1.9 | 10.2 | 1.2 | 8.4 | -6.2 | -10.5 | . | 6.0 | -11.8 |
| CC(=O)N1CCN(C(C)=O)C1c1ccccc1 | 9.5 | -2.9 | 0.8 | -2.6 | -4.7 | -1.7 | -13.9 | 3.0 | 5.3 |
| CC(C)(C)C(=O)Nc1ccc(C(=O)N/N=C/c2ccccc2OC(=O)c2ccc(Cl)cc2Cl)cc1 | 5.8 | 29.4 | 1.1 | -1.8 | -9.6 | 4.2 | 11.1 | -8.0 | 14.7 |
| CCN1CCCC1CNC(=O)CSc1cc(=O)n(CC)c2ccccc12 (stereo not drawn) | 1.5 | 0.1 | 1.2 | -3.8 | -4.3 | 5.5 | 3.3 | 2.0 | -13.0 |
| O=S(=O)(NCC1CCCO1)c1cc(Cl)ccc1Cl (stereo not drawn) | 28.0 | -11.1 | 1 | 11.2 | -2.9 | -12.9 | -22.5 | -8.0 | 2.3 |
| N#Cc1c(NC(=O)Cn2cnc3ccccc3c2=O)oc(-c2ccccc2)c1-c1ccccc1 | -1.1 | -14.2 | 1 | 2.0 | -1.9 | 0.2 | 50.2 | -5.0 | 14.5 |
| Cc1ccc(N(C(=O)Cn2nnc(-c3ccc(C)o3)n2)C(C(=O)NC2CCCC2)c2ccco2)cc1 (stereo not drawn) | 15.6 | -1.8 | 1.3 | -5.5 | 2.2 | 4.9 | 5.4 | -2.0 | -4.6 |
| Cc1ccc(/C(N)=N/OC(=O)CCC2CCCCC2)cc1 | 2.6 | 4.3 | 1.1 | 17.7 | -12.1 | -14.2 | 3.1 | 2.0 | 22.2 |
| CCCCCCOc1ccc(C(=O)n2cnc(N)n2)cc1 | 15.3 | 5.0 | 0.9 | 12.6 | -2.1 | -11.1 | -15.5 | -3.0 | -0.6 |
| Cc1ccc(S(=O)(=O)NCC(=O)N(CC(=O)NCC2CCCO2)Cc2ccccc2)cc1 (stereo not drawn) | 4.4 | -9.1 | 1.7 | -0.7 | 1.2 | 2.1 | -1.3 | 0.0 | -13.7 |
| O=C(c1ccc(Cn2cc(Cl)cn2)o1)N1CCN(Cc2ccc3c(c2)OCO3)CC1 | 0.8 | -6.3 | 1.4 | . | -4.8 | . | -1.7 | 10.0 | 1.6 |
| Cc1occc1C(=O)N1CCN(Cc2ccccc2)CC1 | 6.4 | -3.3 | 1.3 | 6.2 | -3.6 | -4.9 | -11.8 | 10.0 | 1.3 |
| COC(=O)C1C(=O)C2=C(CC1C)NC(C)=C(C(=O)OC(C)C)C2c1ccc(C)o1 (stereo not drawn) | 0.0 | 3.5 | 1.1 | -2.7 | -3.7 | 3.3 | -5.7 | 10.0 | 1.9 |
| COc1cc(NC(=O)CCN2CCN(Cc3ccccc3)CC2)cc(OC)c1 | 4.6 | 10.3 | 1.3 | 9.1 | 3.6 | -7.3 | 2.6 | 5.0 | -0.5 |
| Cc1ccc(C2(C(F)(F)F)NC(=O)N3C(=C2C#N)Nc2ccccc23)cc1 (stereo not drawn) | 7.3 | 41.4 | 0.7 | -10.7 | 13.3 | 12.4 | 0.4 | -7.0 | 6.4 |
| c1ccc(-n2c(SCC3CCCCO3)nnc2-c2cccs2)cc1 (stereo not drawn) | 4.2 | -4.1 | 1.1 | -1.3 | -5.2 | 0.2 | -5.8 | 2.0 | 3.8 |
| O=C(O/N=C1\CCCCC1c1ccc([N+](=O)[O-])cc1[N+](=O)[O-])c1c(F)cccc1F (stereo not drawn) | 4.0 | 16.5 | 1 | -6.5 | -6.9 | 9.0 | . | -7.0 | -7.0 |
| Cc1cc(C(=O)CN2CC(C)OC(C)C2)c(C)n1-c1ccccc1 (stereo not drawn) | 4.6 | . | 1.2 | . | . | . | -8.3 | 3.0 | -10.6 |
| CCOC(=O)C1C(=O)NC(SCC(N)=O)=C(C#N)C1c1ccccc1OCC (stereo not drawn) | 12.3 | . | 1.4 | . | . | . | -9.4 | 5.0 | 7.1 |
| COC(=O)C1=CN(CCCN2CCCC2=O)C=C(C(=O)OC)C1c1cccs1 | 4.5 | 8.3 | 1.5 | . | -0.8 | . | 41.0 | 5.0 | 4.2 |
| Cc1ccnc(NC2OC(=O)c3ccccc32)c1 (stereo not drawn) | 9.6 | -15.5 | 1 | -5.2 | -0.8 | 7.2 | 11.0 | 8.0 | 1.8 |
| Cc1cccc2cc(COC(=O)COc3ccccc3)c(=O)[nH]c12 | 9.9 | 18.9 | 1 | . | -2.2 | . | -3.5 | -6.0 | 21.5 |
| COc1cc(C)nc(N2CCCC(C(=O)Nc3cc(Cl)ccc3OC)C2)n1 (stereo not drawn) | 18.8 | 0.2 | 1.1 | 8.2 | -3.6 | -5.6 | . | -10.0 | -7.1 |
| CC(C)C1N(S(=O)(=O)c2ccccc2)CCN1S(=O)(=O)c1ccccc1 | 27.2 | 1.1 | 1.3 | -2.6 | -1.1 | 1.8 | -29.6 | -15.0 | 3.9 |
| COC(=O)c1sccc1NC(=O)Cn1nnc(-c2ccc(C)cc2)n1 | -4.4 | 11.9 | 1.2 | -0.7 | -4.3 | -1.8 | . | -11.0 | 10.0 |
| CC(C)N1CC(C(=O)Nc2ccc(Br)c(Cl)c2)CC1=O (stereo not drawn) | 24.5 | 7.8 | 0.9 | -13.1 | -3.9 | 10.3 | 2.0 | 0.0 | -17.5 |

One compound at a time, from the list above. Order of screens: PostGolgi ctrl | S1P2 blocker | PLAP act | sEH inhibitor | S1P2 ag | sEH activator | Mac1 fbg inh | E coli WT exp | PostGolgi yeast
CCC(Sc1ncccc1C(=O)OC(C)C)C(=O)N1CCOCC1 (stereo not drawn) across the screens: -3.6 | 2.8 | 1 | -16.4 | -3.2 | 15.1 | . | 5.0 | 0.6
O=C(NC12CC3CC(CC(C3)C1)C2)c1ccc(S(=O)(=O)N2CCOCC2)cc1 across the screens: 23.7 | -7.1 | 1 | . | -5.6 | . | -0.8 | 4.0 | -8.4

Next results
| Molecule | PostGolgi ctrl | S1P2 blocker | PLAP act | sEH inhibitor | S1P2 ag | sEH activator | Mac1 fbg inh | E coli WT exp | PostGolgi yeast |
| --- | --- | --- | --- | --- | --- | --- | --- | --- | --- |
| CCn1nnnc1SCC(=O)Nc1nnc(C(C)C)s1 | 4.1 | 19.3 | 1.2 | . | -1.2 | . | -30.4 | 0.0 | 3.5 |
| COc1cccc2[nH]c3c(N4CCC(C)CC4)ncnc3c12 | 1.6 | 21.6 | 0.9 | . | -2.3 | . | 2.8 | -7.0 | 5.6 |
| O=S1(=O)N=C(Nc2ccc(N3CCOCC3)cc2)c2ccccc21 | 17.3 | -12.1 | . | 5.5 | 0.7 | -0.4 | . | -13.0 | -1.9 |
| O=C(NCCCN1CCOCC1)c1ccc(CS(=O)(=O)c2cccc(C(F)(F)F)c2)o1 | -0.1 | -3.9 | 1 | 7.5 | -6.0 | -5.5 | 3.8 | 1.0 | 0.2 |
| COC1CCCCC1Nc1cc(C)ccc1C (stereo not drawn) | -3.4 | -1.1 | 1.2 | 2.9 | -5.0 | -5.3 | -19.5 | -17.0 | 1.8 |
| Clc1ccc(Cl)c(OCCN2CCOCC2)c1 | 4.9 | -7.4 | 1.1 | -18.0 | -7.4 | 21.0 | 2.2 | 9.0 | 0.2 |
| CCOc1cc2c(cc1OCC)C(C(=O)O)C(c1cc(Br)c(O)c(OC)c1)N(C)C2=O (stereo not drawn) | 7.7 | -7.2 | 1.1 | . | -7.1 | . | . | -5.0 | -1.6 |
| COc1ccc(CNCc2cc3c(C(C)(C)C)nn(-c4ccccc4)c3[nH]c2=O)cc1 | -2.2 | -3.3 | 2.5* | -2.0 | -1.8 | 4.0 | 8.4 | 0.0 | 1.8 |

Compounds as they come; any-hit rate near 7.1%.
